E coli WT exp: E. coli BW25113 growth inhibition, expanded screen; OD600 absorbance; growth inhibition, % at 100 µM; 98,000 compounds, 0.15% hits; AID 710;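 active means growth inhibition above about 50% at one test dose, limit read from the data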;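 further: growth measured after 20 h incubation at 37 °C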
EphB4 antag: EphB4-ephrin-B2 interaction antagonism; EphB4 LBD / TNYL-RAW-Alexa532 peptide, fluorescence polarization; P54760; 97,000 compounds, 0.15% hits; AID 720; inhibition, % at 7 µM;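 active means inhibition above the screen-wide mean inhibition plus 3 SD, cut at about 15% in these data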;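 further: 0% = DMSO wells and 100% = excess unlabeled TNYL-RAW peptide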
CYP2C19 activ: cytochrome P450 2C19 (human) activation | 96,000 tested, under 10 active | recombinant CYP2C19, luciferin-H EGE luminescence; stronger effect = higher value; 0 = fully inhibited enzyme, 1 = untreated enzyme | activation factor at 5 µM;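 active means activation factor of at least 2 at 5 µM in the primary screen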;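 further: 0 = wells with 2.5 mM tranylcypromine and 1 = vehicle-only wells; values of inactives mirror those of a sister screen read the other way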
PostGolgi yeast: growth inhibition of a yeast mutant, post-Golgi transport screen; post-Golgi transport phenotypic cell assay; inhibition, % at 10 µM; 98,000 compounds, 0.9% hits; AID 739; in the data active means inhibition above about 30%;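 further: yeast cells grown in 1536-well plates; yeast grown about 18 h at 30C before absorbance read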
CYP2C9 inh: human CYP2C9 inhibition. P11712. CYP2C9 Supersomes, luciferin-H conversion, luminescence. inhibition, % at 5 µM. 96,000 compounds, 20% hits. AID 777;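 active means blocking of liver enzyme CYP2C9 beyond about 50% at 5 µM, limit read from the data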; further: values of inactives mirror those of a sister screen read the other way
PTK2B oligo ant: antagonists of human Pyk2 oligomerization; Q14289; Q293 cells, Pyk2 FERM NanoBiT luminescence; stronger effect = lower value; z-score (the deposit names both 25 µM and 10 µM); 99,000 compounds, 0.83% hits;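 active means Z-score of -3 or lower, scaled per plate to the spread of control and sample wells; inactive means z-score above -3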;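 further: negative z-score means lost luminescence so less FERM oligomerization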
Target sequence (Q14289 whole entry, looked up): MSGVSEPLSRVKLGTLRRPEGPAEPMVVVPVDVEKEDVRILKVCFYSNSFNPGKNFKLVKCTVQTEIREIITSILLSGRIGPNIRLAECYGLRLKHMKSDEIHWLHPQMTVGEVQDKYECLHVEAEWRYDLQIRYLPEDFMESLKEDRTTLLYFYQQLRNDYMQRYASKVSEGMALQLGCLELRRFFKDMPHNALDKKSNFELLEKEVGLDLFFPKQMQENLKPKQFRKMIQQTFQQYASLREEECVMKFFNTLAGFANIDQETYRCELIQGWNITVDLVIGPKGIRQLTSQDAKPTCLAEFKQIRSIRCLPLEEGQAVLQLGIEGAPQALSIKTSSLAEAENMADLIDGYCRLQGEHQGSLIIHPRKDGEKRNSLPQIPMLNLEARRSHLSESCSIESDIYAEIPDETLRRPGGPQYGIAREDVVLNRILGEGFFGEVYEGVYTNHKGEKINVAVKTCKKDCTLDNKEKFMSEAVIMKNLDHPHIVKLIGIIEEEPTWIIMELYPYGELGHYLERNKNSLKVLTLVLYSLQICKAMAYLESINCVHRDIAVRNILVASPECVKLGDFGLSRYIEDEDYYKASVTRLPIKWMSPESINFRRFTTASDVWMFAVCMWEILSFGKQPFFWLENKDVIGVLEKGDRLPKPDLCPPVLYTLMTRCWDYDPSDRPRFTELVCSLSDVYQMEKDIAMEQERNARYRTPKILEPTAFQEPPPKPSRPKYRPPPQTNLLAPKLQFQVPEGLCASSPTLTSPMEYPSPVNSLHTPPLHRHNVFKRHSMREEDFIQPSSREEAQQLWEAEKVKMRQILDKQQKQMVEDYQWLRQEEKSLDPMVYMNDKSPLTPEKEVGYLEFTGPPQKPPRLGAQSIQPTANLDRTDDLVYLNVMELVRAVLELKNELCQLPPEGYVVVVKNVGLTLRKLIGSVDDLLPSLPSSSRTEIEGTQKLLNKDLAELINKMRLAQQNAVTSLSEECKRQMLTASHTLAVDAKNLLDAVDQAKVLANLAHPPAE
CYP2C19 inh: human CYP2C19 inhibition. P33261. CYP2C19 Supersomes, luciferin-H EGE luminescence, 30 min. inhibition, % at 5 µM. 96,000 compounds, 21% hits. AID 778;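 active means CYP2C19 inhibition above a set limit at 5 µM in the primary screen, cut at about 50% in these data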;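 further: plate controls were negative control wells for no effect and 2.5 mM tranylcypromine positive control for full effect; values of inactives mirror those of a sister screen read the other way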
CYP2C9 activ: CYP2C9 (human) activation; P11712; recombinant CYP2C9, luciferin-H conversion, luminescence; stronger effect = higher value; factor 1 = untreated enzyme, 0 = blocked; activation factor at 5 µM; 96,000 compounds, 1.4% hits;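 active means activation factor of 2 or more for CYP2C9 at a 5 µM dose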;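 further: 0 = sulfaphenazole-blocked wells and 1 = vehicle-only wells; values of inactives mirror those of a sister screen read the other way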
PLAP act: human PLAP activation; P05187; purified PLAP enzyme, luminescent substrate read-out; stronger effect = higher value; activation fold at 20 µM; 96,000 compounds, 1.2% hits; in the data active means activation fold above about 2
Active calls of the source: *; nt = no result given.

SMILES | E coli WT exp | EphB4 antag | CYP2C19 activ | PostGolgi yeast | CYP2C9 inh | PTK2B oligo ant | CYP2C19 inh | CYP2C9 activ | PLAP act
COc1cnc(-c2ccccn2)nc1Oc1ccc(Cl)cc1 | 9 | -3 | 1 | 0 | -4 | -0.64 | 0 | 1 | 1.1
Cn1c(=O)oc2cc(S(=O)(=O)NCc3ccco3)ccc21 | 4 | -7 | 1 | -2 | -11 | nt | 4 | 1.1 | 0.8
Cc1ccccc1NC(=O)c1c(O)c2cccc3c2n(c1=O)CCC3 | nt | nt | 1 | nt | 6 | nt | 1 | 0.9 | 0.9
O=C(OCc1cnc(Cl)s1)c1ccc(Cl)cc1 | 2 | -4 | 0.5 | -5 | 4 | 1.5 | 48 | 1 | 0.9
COc1ccc(Cl)cc1S(=O)(=O)Nc1cccc(C(=O)O)c1 | 7 | -5 | 0.9 | -3 | 14 | 0.06 | 13 | 0.9 | 1.1
CCCOc1ccc(OCC(=O)c2[nH]c(C)c(C(C)=O)c2C)cc1 | 4 | -4 | 1 | -1 | 16 | 0.62 | -1 | 0.8 | 0.8
C/C(N)=C(/C#N)C(=O)CSc1nnc(-c2ccc(OC(F)F)cc2)o1 | -10 | -2 | 0.9 | 2 | 28 | 0.51 | 9 | 0.7 | 0.7
Nn1c(SCC(=O)Nc2ccc(S(=O)(=O)N3CCCC3)cc2)nnc1C(F)(F)F | -9 | 11 | 1.1 | -8 | 12 | 2 | -7 | 0.9 | 0.8
COc1ccc(CCNC(=O)c2nnn(CC(=O)Nc3ccccc3C)c2N)cc1OC | 0 | -4 | 1 | -6 | 16 | 0.97 | -2 | 0.8 | 1
O=C(NC(=S)Nc1ccc(Oc2ccccc2)cc1)c1ccc(Cl)cc1 | -19 | 2 | 0.9 | -9 | 8 | 1.5 | 9 | 0.9 | 0.8
COc1cc(OC)c(CN2CCCCCCC2)cc1Br | -4 | -5 | 0.6 | 1 | 0 | 2 | 37 | 1 | 0.6
CCN1CCN(CC(=O)c2c(C)n(C)c3ccc(OC)cc23)CC1 | 3 | -7 | 1 | 0 | 6 | -0.27 | 2 | 0.9 | 0.9
O=C(c1ccco1)N1CCN(S(=O)(=O)c2ccc(S(=O)(=O)NC3CC3)cc2)CC1 | -1 | 8 | 1 | 3 | 20 | 0.73 | 4 | 0.8 | 1.1
COc1cccc(-c2cc(C(=O)N3CCCCCC3)no2)c1 | -2 | -10 | 0.6 | 4 | -13 | nt | 45 | 1.1 | 1.5
CCN(CC)S(=O)(=O)c1ccc(NC(=O)c2ccccc2N(C)S(C)(=O)=O)cc1 | -7 | -5 | 0.9 | 4 | 61* | -0.28 | 6 | 0.4 | 2.1*
O=C(NC1CCCCC1)C1CCC(CNS(=O)(=O)c2cccc3nsnc23)CC1 (stereo not drawn) | -7 | -4 | 1 | 3 | -16 | nt | 0 | 1.2 | 0.8
CS(=O)(=O)N(CC(=O)NCc1ccccc1)Cc1ccc(Cl)cc1 | 7 | 8 | 0.7 | 1 | 0 | -0.5 | 33 | 1 | 0.9
CC(C)(C)NC(=O)C1CCN(C(=O)c2ccc(-c3ccccc3)cc2)CC1 | 5 | 1 | 1 | -10 | 15 | -1.2 | -4 | 0.8 | 1.7
Cc1ccc(C(C(=O)NCc2ccco2)N(C(=O)CNC(=O)c2cccs2)c2ccc(C)cc2C)cc1 (stereo not drawn) | -5 | -2 | 0.9 | 12 | 15 | -0.27 | 13 | 0.8 | 0.9
CCOc1cc(CNn2cnnc2)ccc1OCC(=O)NC1CCCCC1 | 7 | -2 | 0.7 | 9 | 65* | 1.4 | 28 | 0.3 | 1.4
COC(=O)N1CCN(c2ccc(C(C)=O)cc2)CC1 | 6 | 5 | 1 | 6 | 5 | 0.7 | 3 | 0.9 | 1
CC(C)Cc1nc(N2CCN(C(=O)c3ccco3)CC2)c(C#N)c2c1CCC2 | 4 | 3 | 0 | 1 | 98* | 0.24 | 99* | 0 | 1.7
CSc1nc(N(C)NC(=O)c2cccc(C)c2)c2ccccc2n1 | -6 | 6 | 0.2 | -1 | 0 | 0.73 | 77* | 1 | 0.9
Cc1ccc(C)n1NC(=O)c1ccco1 | 4 | -4 | 1 | -7 | 11 | 0.19 | -2 | 0.9 | 1
COc1cc(N)c(Cl)cc1NC(=O)c1ccccc1 | 3 | -6 | 0.9 | 8 | -56 | -0.15 | 15 | 1.6 | 0.9

Overlap with the part before: 2 entries, then new ones.
SMILES | E coli WT exp | EphB4 antag | CYP2C19 activ | PostGolgi yeast | CYP2C9 inh | PTK2B oligo ant | CYP2C19 inh | CYP2C9 activ | PLAP act
Cc1ccc(C)n1NC(=O)c1ccco1 | 4 | -4 | 1 | -7 | 11 | 0.19 | -2 | 0.9 | 1
COc1cc(N)c(Cl)cc1NC(=O)c1ccccc1 | 3 | -6 | 0.9 | 8 | -56 | -0.15 | 15 | 1.6 | 0.9
N#Cc1cc(Cl)c(N2CCOCC2)cc1C#N | -7 | -5 | 1 | -11 | 4 | 1.6 | 1 | 1 | 1.2
CC(C)CCNC(=O)C1CC(=O)N(C2CCCC2)C1 (stereo not drawn) | -2 | 1 | 0.7 | -3 | 0 | -0.02 | 25 | 1 | 0.9
O=C(NCCc1ccccn1)c1n[nH]c(=O)c2ccccc12 | 1 | -3 | 0.9 | -2 | 16 | 1.4 | 11 | 0.8 | 1
CCOc1ccc2nc(N3CCC(C(=O)Nc4nnc(CC)s4)CC3)sc2c1 | -11 | nt | 1 | 0 | 3 | nt | -1 | 1 | 1.2
Brc1ccc(OCCCN2CCOCC2)cc1 | 9 | 0 | 0.2 | 2 | 3 | -0.95 | 78* | 1 | 1.5
CCC(c1nnnn1Cc1ccco1)N(Cc1cc2cc(OC)ccc2[nH]c1=O)C1CCCCC1 (stereo not drawn) | -7 | -11 | 0.5 | 13 | 58* | -0.15 | 54* | 0.4 | 1.2
COc1cc(C)c(Cl)cc1S(=O)(=O)NCc1ccncc1 | 4 | -4 | 0 | -9 | 50* | nt | 98* | 0.5 | 1.5
CN(C)S(=O)(=O)c1cccc(C(=O)OCC(=O)N2c3ccccc3NC(=O)C2(C)C)c1 | -1 | -2 | 0.7 | -2 | 31 | 0.54 | 30 | 0.7 | 0.9
CCOC(=O)N1CCN(C(=O)c2cn(C)c3ccc(S(=O)(=O)N4CCCC4)cc3c2=O)CC1 | -8 | nt | 1.1 | 9 | -6 | 1.7 | -13 | 1.1 | 1.2
Cc1cc(C)nc(SCC(=O)Nc2cc(C)on2)n1 | 1 | 4 | 0.6 | 10 | -10 | -0.02 | 35 | 1.1 | 1.1
CC(=O)NCCn1c(SCc2ccc(C)cc2C)nc2ccccc2c1=O | -4 | 3 | 0 | 0 | 98* | -0.92 | 98* | 0 | 2.5*
CCCn1c(=O)c2c(C(F)(F)F)cc(-c3ccco3)nc2n(CCC)c1=O | -3 | 7 | 1.1 | -7 | -17 | 0.12 | -8 | 1.2 | 0.8
COC(=O)C1CSC(C(=O)OC)N1C(=O)Nc1ccccc1 (stereo not drawn) | -1 | -2 | 0.5 | -10 | 9 | 0.73 | 47 | 0.9 | 1
O=C(O)CC(CNS(=O)(=O)c1ccccc1)c1ccccc1 (stereo not drawn) | 8 | nt | 0.9 | 1 | 6 | nt | 6 | 0.9 | 1.1
COC(=O)c1c(N2C(=O)CCC2=O)sc2c1CCCC2 | -7 | 7 | 1 | 0 | -4 | nt | -2 | 1 | 1.2
C=CCN1C(=O)C(CC(=O)Nc2ccc(OC)cc2)N(Cc2ccco2)C1=S (stereo not drawn) | 0 | -2 | 0 | -2 | 48 | -0.06 | 96* | 0.5 | 0.9
O=C1c2ccccc2C(=O)N1c1ccccc1S(=O)C(F)(F)F (stereo not drawn) | 1 | -4 | 0.9 | -11 | -4 | -0.88 | 7 | 1 | 0.8
CCc1cc(=O)oc2cc(OC(C)C(=O)O)c(Cl)cc12 (stereo not drawn) | 2 | nt | 1.1 | 3 | 21 | 0.11 | -12 | 0.8 | 1.1
CCc1ccccc1NC(=O)CC(O)(C(=O)OC)C(F)(F)F (stereo not drawn) | 10 | -6 | 0.5 | 3 | 23 | -0.07 | 48 | 0.8 | 1
O=c1[nH]c(SCc2ccc(Cl)cc2)nc2c1CCC2 | -9 | nt | 0.7 | 1 | 47 | 0.48 | 28 | 0.5 | 1.1
CCOc1nc(C)ccc1-c1noc(-c2ccncc2)n1 | 7 | -1 | nt | 2 | nt | 0.27 | nt | nt | nt
CCOC(=O)C1CCCCN1C(=O)CCc1c(C)nc2cc(-c3ccccc3)nn2c1C (stereo not drawn) | -4 | -9 | 0.3 | 3 | 60* | nt | 68* | 0.4 | 1.5
Cn1c(CNc2nc(-c3ccccc3)cs2)nnc1SCC(=O)N1CCc2ccccc21 | 2 | 4 | 0.6 | -10 | 33 | -0.93 | 37 | 0.7 | 1.2
C=CCNC(=O)CSc1nc2cc(C(=O)OCC)ccc2n1CC | -16 | 0 | 0 | -6 | 75* | 0.38 | 96* | 0.3 | 1.5
O=C(NCc1ccncc1)c1cnccn1 | -4 | 2 | 1 | 9 | 4 | -0.26 | -1 | 1 | 0.9

Other records
SMILES | E coli WT exp | EphB4 antag | CYP2C19 activ | PostGolgi yeast | CYP2C9 inh | PTK2B oligo ant | CYP2C19 inh | CYP2C9 activ | PLAP act
CCCn1c(=NC(=O)c2ccc3c(c2)OCO3)c(C#N)cc2c(=O)n3cccc(C)c3nc21 | nt | nt | 0.8 | nt | 3 | nt | 21 | 1 | 0.9
COCC(C)n1c(C)cc(C(=O)CSc2nnc(N)s2)c1C (stereo not drawn) | 0 | 2 | 1 | -13 | 7 | -0.17 | 1 | 0.9 | 1.2
O=C(CCc1ccccc1)Nc1ccccc1F | 4 | -1 | 0.2 | 1 | 25 | 0.49 | 76* | 0.8 | 1
O=C1C2C3C=CC(C3)C2C(=O)N1CCc1ccccc1 (stereo not drawn) | 3 | 0 | 0.1 | 0 | 35 | 0.24 | 90* | 0.7 | 0.9
CCOc1ccc(Nc2oc(-c3cccs3)nc2C#N)cc1 | -5 | -5 | 0.6 | -1 | 25 | 0.42 | 36 | 0.7 | 1
COc1ccc(-c2nc3ccccc3[nH]2)cc1 | 24 | 0 | 0.4 | -3 | 35 | -0.53 | 65* | 0.6 | 0.7
C#CC(CO)N(CCN(Cc1ccccc1)C(C#C)CO)Cc1ccccc1 (stereo not drawn) | -6 | -10 | 0 | 9 | 95* | -0.44 | 100* | 0.1 | 1.1
COc1ccc(Cc2nnc(SCC(=O)NCC3CCCO3)o2)cc1 (stereo not drawn) | -2 | -6 | 1 | 9 | -6 | 0.4 | -5 | 1.1 | 1
COC(=O)Cc1csc(Nc2c(C)n(C)n(-c3ccccc3)c2=O)n1 | -2 | -3 | 1 | 2 | 1 | 0.23 | -5 | 1 | 0.9
O=C(NNC(=S)Nc1ccc(F)cc1)c1ccccc1OC(F)F | 11 | -3 | 0.8 | 9 | 58* | -0.69 | 16 | 0.4 | 1.6
O=C(Nc1cccc(NC(=O)N2CCN(c3ccccc3)CC2)c1)N1CCN(c2ccccc2)CC1 | -9 | -1 | 0.3 | 0 | 54* | 0.41 | 72* | 0.5 | 1.3
c1cn(CCCNc2ncnc3sc4c(c23)CCC4)cn1 | 5 | nt | 0 | 15 | 97* | -0.11 | 100* | 0 | 1.6
Cc1ccc(NC2=CC(=O)CC(C)(C)C2)cc1C | 6 | -10 | 0.8 | 3 | 1 | -0.02 | 19 | 1 | 1

Individual results from above:
`O=C(Nc1cccc(NC(=O)N2CCN(c3ccccc3)CC2)c1)N1CCN(c2ccccc2)CC1` in E coli WT exp is listed with -9
`Cc1ccc(NC2=CC(=O)CC(C)(C)C2)cc1C` in PostGolgi yeast is listed with 3
`c1cn(CCCNc2ncnc3sc4c(c23)CCC4)cn1` in E coli WT exp is listed with 5
